# High-throughput results: PubChem, Southern Research Specialized Biocontainment Screening Center
# H1N1 NS1A inhibition – H1N1 influenza NS1A inhibitors, functional cell based assay (AID 504329); NS1A functional cell-based assay, percent inhibition; higher % means a stronger effect; inhibition, % at 12.5 µM, or IC50 in µM where a hit was titrated; 0.3% of 340,000 active; in the data active means a potency from the dose series; inconclusive means inhibition above about 27% without an active follow-up result; further: strong numbers were not always called active
# H37Rv inhibition – M. tuberculosis growth inhibition, HTS (AID 449762); M. tuberculosis H37Rv growth inhibition, 7H9 media; higher % means a stronger effect; one-dose inhibition, % at 25 µM; IC50 in µM for titrated hits; 0.59% of 330,000 active; in the data active means a potency from the dose series; inconclusive means inhibition above about 70% without an active follow-up result;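 further: bacterial growth assessed after seven days of incubation; strong numbers were not always called active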
# M. tuberculosis – growth inhibition of non-replicating M. tuberculosis (AID 488890); Mycobacterium tuberculosis non-replicating, growth inhibition; higher % means a stronger effect; one-dose inhibition, % at 25 µM; IC50 in µM for titrated hits; 0.39% of 320,000 active; in the data active means a potency from the dose series; inconclusive means inhibition mostly from about 82% at the one dose, without a potency; inactive means the rest, 99 in 100 with inhibition below about 76%;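 further: plate controls were DMSO cells for no effect and high antibiotic wells for full effect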
# Salmonella PhoP GFP – PhoP regulon inhibitors, Salmonella typhi PhoP promoter GFP reporter, confirmatory (AID 1850) | Salmonella Typhi PhoP-promoter GFP reporter, fluorescence, 4 h; higher % means a stronger effect | inhibition, % at 50 µM, or IC50 in µM where a hit was titrated | 0.33% of 310,000 active; in the data active means a potency from the dose series; inconclusive means inhibition mostly from about 25% at the one dose, without a potency; inactive means the rest, 99 in 100 with inhibition below about 19%;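 further: 0% = induced wells with vehicle and 100% = uninduced wells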
# VEEV TC-83 Vero – inhibitors of VEEV TC-83 cytopathic effect, confirmation, Vero cells (AID 588727) | Vero cells, VEEV TC-83 cytopathic effect inhibition; higher % means a stronger effect | inhibition, % at 20 µM; hits with a dose series show IC50 in µM | 0.13% of 350,000 active; in the data active means a potency from the dose series; inconclusive means inhibition mostly from about 14% at the one dose, without a potency; inactive means the rest, 99 in 100 with inhibition below about 12%; further: strong numbers were not always called active
# VEEV TC-83 Vero 10K pilot screen – also measured in VEEV TC-83 Vero; calls as there; inhibition, %; measured here: 10K pilot screen inhibition
# * marks the source's active call; other numbers are inactive results; i = inactive; u = inconclusive; x = no result given.
# Preview:
SMILES,H1N1 NS1A inhibition,H37Rv inhibition,M. tuberculosis,Salmonella PhoP GFP,VEEV TC-83 Vero,others
Cc1ccc2c(ccc[n+]2CC(=O)c2ccccc2)c1,11%,1%,13%,11%,0.7%,
CCCNc1nc(OC(C(F)(F)F)C(F)(F)F)nc(OC(C(F)(F)F)C(F)(F)F)n1,5%,4%,-2%,3%,0.2%,
CNC(=O)CSc1nnc(-c2ccco2)n1-c1ccccc1OC,-3%,-3%,-4%,-7%,i,

# The whole of this part, repeating the preview:
SMILES,H1N1 NS1A inhibition,H37Rv inhibition,M. tuberculosis,Salmonella PhoP GFP,VEEV TC-83 Vero,others
Cc1ccc2c(ccc[n+]2CC(=O)c2ccccc2)c1,11%,1%,13%,11%,0.7%,
CCCNc1nc(OC(C(F)(F)F)C(F)(F)F)nc(OC(C(F)(F)F)C(F)(F)F)n1,5%,4%,-2%,3%,0.2%,
CNC(=O)CSc1nnc(-c2ccco2)n1-c1ccccc1OC,-3%,-3%,-4%,-7%,i,
c1ccc2c(c1)OCC(c1nn3c(Cn4nnc5ccccc54)nnc3s1)O2 (stereo unspecified),-1%,1%,14%,-14%,1.1%,
NC(=O)C1CCN(C(=O)Cn2cccc2C(=O)c2ccccc2)CC1,-1%,6%,-7%,-12%,2.0%,
COc1ccc(C(=O)COC(=O)CCc2ccccc2)cc1,-4%,1%,8%,0%,3.5%,
COC1CCN(C(=O)c2ccc3oc(C(C)C)nc3c2)CC1,0%,2%,-7%,10%,0.3%,
COc1cc(OC)c(OC)cc1/C=N/NC(=O)CC1C(=O)NN=C1C (stereo unspecified),3%,-9%,-18%,-20%,i,
CC1=CC(C)(C)N(C(=O)CN2C(=O)CCC2=O)c2ccc(C)cc21,7%,6%,11%,-5%,1.0%,
COc1ccc(-c2[nH]c(-c3ccc(F)cc3)nc2SCC(=O)NC2CCCC2)cc1,3%,19%,68%,1%,9.0%,VEEV TC-83 Vero 10K pilot screen=3.0
O=C1CC(N2CCC(c3nc4ccccc4[nH]3)CC2)C(=O)N1Cc1ccccc1 (stereo unspecified),-10%,-1%,u,11%,i,
Cc1ccc(NC(=O)N2CCC(NC(=O)C(C)(C)C)CC2)cc1,-4%,-6%,-7%,6%,0.3%,
O=C(Nc1nc(-c2ccc(Cl)cc2Cl)cs1)C1CCCO1 (stereo unspecified),21%,3%,-12%,1%,0.8%,
Cc1ccc(S(=O)(=O)/N=S(/C)c2ccccc2)cc1 (stereo unspecified),-8%,-2%,-20%,11%,0.0%,
COc1ccc2c(C)c(CCC(=O)NCCCN3CCCC3=O)c(=O)oc2c1C,4%,-3%,-6%,-4%,0.6%,
ClCc1csc(N/N=C/c2cccs2)n1,x,2%,12%,-4%,x,
Cc1cccc(CCNCc2cc3cccc(C)c3[nH]c2=O)c1,22%,-5%,3%,9%,i,
Cc1cc(=O)n2nc(N3CCCC3C(=O)Nc3ccccc3C)sc2n1 (stereo unspecified),8%,-3%,25%,3%,0.3%,
CCN1C(=O)c2ccc(-c3nc4ccccc4c(=O)o3)cc2C1=O,4%,0%,x,-6%,0.4%,
O=C(Nc1ccc(S(=O)(=O)O)cc1)c1ccc2c(c1)S(=O)(=O)c1ccccc1C2=O,11%,-7%,-4%,-8%,0.3%,
COCCNC(=O)c1cc2c(=O)n3cccc(C)c3nc2n(Cc2ccncc2)c1=N,11%,1%,-8%,9%,i,
CCOC(=O)C1CCN(C(=O)COc2cccc(C)c2)CC1,-4%,-10%,58%,-5%,i,
COc1ccc(C(=O)N/N=C(\C)CC(=O)NC2CCCCC2)c(OC)c1,8%,-8%,-5%,-1%,i,
Nc1cc(N)nc(SCC(=O)c2ccc3c(c2)NC(=O)CO3)n1,-3%,-1%,1%,-9%,i,
CS(=O)(=O)N1CCC(C(=O)Nc2ccc(Br)cc2F)CC1,1%,-4%,-11%,-3%,0.9%,
COc1cc(C(=O)N/N=C/c2cccc(Oc3ccccc3)c2)ccc1O,6%,u,72%,-9%,36%,
CCCOc1cc(C)c(S(=O)(=O)n2ccc(C)n2)cc1C,0%,2%,12%,5%,1.4%,
CC(NC(=O)c1ccccc1F)c1ccccc1 (stereo unspecified),-1%,-2%,71%,1%,1.7%,
Cc1nc(C(C)NC(=O)CCc2nnc(Cc3c[nH]c4ccccc34)o2)cs1 (stereo unspecified),0%,-2%,30%,15%,0.9%,
Cc1nc(SCC(=O)Nc2ccc(F)cc2)c2oc3ccccc3c2n1,4%,0%,-11%,-6%,i,
Cc1cc(OCc2cc(C(=O)NC(C)c3c(C)nn(C)c3C)no2)cc(C)c1Cl (stereo unspecified),-3%,6%,19%,4%,0.8%,
CCCC(=O)Nc1nn(CCC)c2nc3ccccc3cc12,-19%,7%,14%,-8%,1.6%,
O=C(OCn1ncc(Cl)c(Cl)c1=O)c1ccccc1Cl,-2%,u,u,4%,i,
O=C(NC(NC(=S)Nc1ccccc1)C(Cl)(Cl)Cl)c1cccc(Cl)c1 (stereo unspecified),24%,5%,56%,6%,u,
CCOC(=O)c1sc(NC(=O)COC(=O)Cn2cnc3ccccc32)c(C(=O)OCC)c1C,15%,4%,61%,-8%,3.4%,
O=C(CCCN1C(=O)c2cccnc2C1=O)Nc1ccccc1F,-2%,0%,5%,-4%,1.1%,

# Looked up one by one from the list above:
SMILES,H1N1 NS1A inhibition,H37Rv inhibition,M. tuberculosis,Salmonella PhoP GFP,VEEV TC-83 Vero,others
Cc1nc(C(C)NC(=O)CCc2nnc(Cc3c[nH]c4ccccc34)o2)cs1 (stereo unspecified),0%,-2%,30%,15%,0.9%,
O=C(CCCN1C(=O)c2cccnc2C1=O)Nc1ccccc1F,-2%,0%,5%,-4%,1.1%,
O=C(NC(NC(=S)Nc1ccccc1)C(Cl)(Cl)Cl)c1cccc(Cl)c1 (stereo unspecified),24%,5%,56%,6%,u,

# (next part)
SMILES,H1N1 NS1A inhibition,H37Rv inhibition,M. tuberculosis,Salmonella PhoP GFP,VEEV TC-83 Vero,others
COc1ccccc1N1CCN(CC(=O)Nc2ccccc2C(=O)NCCc2ccccc2)CC1,-17%,34%,31%,x,5.4%,
CCC(=O)N(CCC(c1ccco1)c1ccccc1OC)Cc1cccs1 (stereo unspecified),7%,8%,13%,-14%,0.6%,
CCCCC(=O)Nc1nc(C)c(-c2csc(Nc3cc(Cl)ccc3OC)n2)s1,0%,u,-14%,-16%,2.2%,
CCCCN(C(=O)c1ccc2c(c1)OCO2)c1c(N)n(CC(C)C)c(=O)[nH]c1=O,-10%,-11%,12%,x,3.5%,
C=CCOc1ccc(Br)cc1/C=C1\NC(=S)N(C(C)=O)C1=O,5%,4%,5%,-7%,1.3%,
Nc1c(C(=O)OCC2CCCO2)c2nc3ccccc3nc2n1Cc1cccs1 (stereo unspecified),-24%,-4%,57%,-6%,6.8%,VEEV TC-83 Vero 10K pilot screen=5.6
C=CC[C@@H](C)CC(=O)C(CCCN=[N+]=[N-])SOOc1ccccc1 (stereo partly specified),-9%,-4%,4%,5%,i,VEEV TC-83 Vero 10K pilot screen=0.0
CCOc1ccccc1C(=O)NC1CCN(Cc2ccccc2)CC1,-3%,-16%,6%,-2%,i,
CCCCCCCCCCCn1nnnc1N,3%,x,x,x,2.6%,
COc1ccccc1NC(=O)CSc1nnnn1C1CCCCC1,6%,8%,24%,15%,i,
COCc1c(C(=O)Nc2ccc3nc(N4CCOCC4)sc3c2)oc2ccccc12,-8%,8%,10%,x,u,
CCn1c(=O)n(CC)c2cc(S(=O)(=O)N3CCOCC3)ccc21,-14%,-1%,6%,-9%,0.5%,
COCCCNc1nc2nonc2nc1N1CCN(C2CCCC2)CC1,-13%,-8%,-5%,4%,i,
O=C(NCc1cccc(Br)c1)c1cc(-c2ccccc2)nn1CC1CC(c2cccnc2)=NO1 (stereo unspecified),6%,-1%,18%,-2%,5.4%,
COc1cccc(NC(=O)CNC(=O)c2ccc(C)cc2)c1,2%,-5%,10%,0%,1.0%,VEEV TC-83 Vero 10K pilot screen=2.0
COCc1cc(C)nc(SCC(=O)Oc2ccc(Cl)cc2)c1C#N,3%,7%,21%,1%,1.0%,
O=c1c2ccccc2c(C=Nc2ccc(O)cc2)c(O)n1-c1nccs1,x,-5%,-23%,6%,x,
CC1=CC(C)(C)Nc2cc(C)c(C)cc21,3%,-8%,4%,0%,0.2%,
S=c1[nH]nc(Cc2n[nH]c(=S)n2-c2ccccc2)n1-c1ccccc1,-19%,-4%,-19%,2%,1.4%,
CC(C)CNC(=O)Cn1nc(C(F)(F)F)c2c1CCCC2,-6%,1%,-11%,7%,0.1%,
Cc1cccc(OCC(=O)Nc2ccccc2N2CCCC2)c1C,15%,u,14%,-3%,4.5%,
Cc1cc(C)cc(NC(=S)N(C)C)c1,-19%,-1%,0%,10%,2.0%,
COC(=O)[C@H](CC(C)C)NC(=O)Cn1cnc2c(SC)nc(N)nc21,-10%,u,18%,x,i,
CC(=O)NC(CC(C)C)C(=O)NC(CO)C(=O)NC(CCC(=O)O)C(=O)NC(C)C(=O)NC(CC(C)C)C(N)=O (stereo unspecified),-5%,2%,-8%,-2%,1.8%,
Cc1c(NC(=O)c2ccc(Cl)c(S(=O)(=O)N3CCCCC3)c2)c(=O)n(-c2ccccc2)n1C,-9%,6%,0%,-5%,0.4%,
Cc1[nH]c2ccccc2c1C(=O)C(=O)NCc1ccco1,-5%,8%,8%,15%,0.6%,
Cc1cccc(CS(=O)(=O)c2ncc(CO)n2C)c1,-23%,12%,-5%,2%,1.2%,
O=c1[nH]c(N/N=C\c2ccc3c(c2)OCO3)nc2ccccc12,7%,24%,54%,0%,8.0%,VEEV TC-83 Vero 10K pilot screen=7.1
O=S(=O)(NCCc1cn2ccccc2n1)c1ccc2c(c1)CCCC2,25%,2%,15%,-3%,i,
Cc1c(C(=O)N2CCN(c3ccc(F)cc3)CC2)oc2c1C(=O)CCC2,6%,8%,3%,-8%,2.0%,
COc1ccc(C(=O)NCCc2nnc(SCC(=O)Nc3ccc(Br)cc3)n2C)cc1,5%,-4%,0%,-9%,0.8%,
Cc1c(C(=O)NC(C)c2ccc(-n3ccnc3)cc2)cccc1[N+](=O)[O-] (stereo unspecified),-6%,-2%,-8%,-13%,1.5%,
Fc1ccccc1CCNCc1cccc2ccccc12,-3%,10%,13%,18%,1.9%,
CC(=NCc1ccco1)c1c(O)n(-c2ccccc2)c(=O)[nH]c1=O,0%,-8%,1%,-8%,i,
COc1ccc(C(=O)N(C)Cc2ccccc2F)cc1S(=O)(=O)N1CCCC1,-10%,-7%,-3%,x,3.2%,
Cc1[nH]nc2c1C(c1ccccn1)N(c1ccc(Br)cc1)C2=O (stereo unspecified),18%,2%,14%,0%,2.5%,
O=C(CN1CCCCCCC1)Nc1cc(Cl)cc(Cl)c1,-10%,7%,22%,-1%,i,
Cc1cc(C)c2c(CN3CCN(C/C=C/c4ccccc4)CC3)cc(=O)oc2c1,4%,u,79%,-4%,i,
CCN1CCN(Cc2cc(Br)ccc2O)CC1,-1%,0%,16%,3%,3.1%,
CCN(CCCNC(=O)Cn1ncc2c([nH]c3ccc(C)cc32)c1=O)c1cccc(C)c1,9%,5%,5%,-16%,1.5%,
CC(=O)Nc1ccc(S(=O)(=O)N2CCC(C(=O)NCCC(=O)Nc3nccs3)CC2)cc1,17%,-14%,-4%,-5%,0.3%,
O=C(CN1CCCCC1)Nc1ccccc1NC(=O)CN1CCCCC1,3%,2%,-5%,2%,i,
C=C1c2ccccc2O[C@H](C(=O)OCC)[C@@H]1C1CCCCC1,-28%,x,x,x,i,
CCOC(=O)N1CCC(N2CCCC(CO)(Cc3ccccc3C)C2)CC1 (stereo unspecified),0%,7%,16%,2%,i,
CCOc1cc(CO)cc(Br)c1OCC(N)=O,-2%,-2%,8%,-16%,0.8%,
CC(Oc1cc2oc(=O)c3c(c2cc1Cl)CCC3)C(=O)NCc1ccccn1 (stereo unspecified),5%,31%,7%,-1%,0.5%,
O=C(O)C1CSC(c2ccc3c(c2)OCO3)N1 (stereo unspecified),8%,-2%,-5%,-14%,1.6%,
Cc1ccc(/C=N/NC(=O)c2ccccn2)s1,5%,u,60%,1%,0.8%,
COc1ccc(S(=O)(=O)N(C)C[C@H]2Oc3c(NC(=O)Nc4ccccc4)cccc3C(=O)N([C@H](C)CO)C[C@@H]2C)cc1,-7%,x,x,x,6.2%,
CSC1=NCCN1S(=O)(=O)c1ccccc1,0%,2%,-12%,-1%,i,
O=C(O)CCCCC1CCSS1 (stereo unspecified),-13%,-5%,-1%,-16%,2.9%,
CN(C)S(=O)(=O)N1CCC(CO)(CCc2ccccc2)CC1,-6%,4%,7%,-3%,0.1%,
